# Screening data from PubChem.
# TrxR1 substrate: qHTS Assay for Substrates of Mammalian Selenoprotein Thioredoxin Reductase 1 (TrxR1): qHTS | Potency, µM (highest dose often 114 µM), inactives show top-dose activity change, negative = substrate turnover | Thioredoxin reductase 1, cytoplasmic (Rattus norvegicus), O89049 | AID 588456, 2011 | purified TrxR1 substrate turnover, NADPH consumption readout | actives 0.01% (n = 390,000); further: potency means the concentration at half of the fitted maximal effect; on the % scale 0 is the no-effect control and ±100 the full control effect; nearly all actives have a fitted effect of over 50% in size
# Target sequence (O89049 whole entry, looked up): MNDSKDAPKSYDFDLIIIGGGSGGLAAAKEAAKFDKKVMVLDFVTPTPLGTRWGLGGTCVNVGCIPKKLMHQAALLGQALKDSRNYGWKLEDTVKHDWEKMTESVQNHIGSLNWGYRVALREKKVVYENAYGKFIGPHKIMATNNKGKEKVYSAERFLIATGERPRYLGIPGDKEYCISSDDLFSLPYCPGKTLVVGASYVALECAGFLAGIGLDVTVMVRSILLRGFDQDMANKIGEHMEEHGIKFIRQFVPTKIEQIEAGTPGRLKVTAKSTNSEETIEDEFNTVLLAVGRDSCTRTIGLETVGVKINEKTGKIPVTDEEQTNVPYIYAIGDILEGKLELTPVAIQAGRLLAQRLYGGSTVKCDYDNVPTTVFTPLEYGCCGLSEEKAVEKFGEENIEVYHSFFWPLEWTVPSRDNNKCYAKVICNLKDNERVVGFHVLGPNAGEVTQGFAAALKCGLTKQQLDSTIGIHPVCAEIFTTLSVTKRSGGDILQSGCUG
#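 Rat TrxR1, dispensed at 90 nM, was prereduced with 400 uM NADPH (final) for 5 min at ~22 deg C, then incubated with compound 15 min before 400 uM selenite. A first-read NADPH fluorescence drop versus no-compound background flagged substrates.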
# Vif-APOBEC3G blk: qHTS for Inhibitors of Vif-A3G Interactions: qHTS; DNA dC->dU-editing enzyme APOBEC-3G (Homo sapiens), Q9HC16; HeLa A3G-eYFP + Vif (tagged APOBEC3G with the HIV-1 protein that degrades it), YFP fluorescence, overnight; Potency, µM (titrated, usually from 46.1 µM), without a hit: top-dose activity, negative = active, most hits filed as inhibitors; actives 0.076% (n = 410,000);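 further: potency means the concentration at half of the fitted maximal effect; on the % scale 0 is the no-effect control and ±100 the full control effect; nearly all actives have a fitted effect of over 60% in size; hits raise eYFP signal because A3G escapes Vif-driven loss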
# Target sequence (Q9HC16 whole entry, looked up): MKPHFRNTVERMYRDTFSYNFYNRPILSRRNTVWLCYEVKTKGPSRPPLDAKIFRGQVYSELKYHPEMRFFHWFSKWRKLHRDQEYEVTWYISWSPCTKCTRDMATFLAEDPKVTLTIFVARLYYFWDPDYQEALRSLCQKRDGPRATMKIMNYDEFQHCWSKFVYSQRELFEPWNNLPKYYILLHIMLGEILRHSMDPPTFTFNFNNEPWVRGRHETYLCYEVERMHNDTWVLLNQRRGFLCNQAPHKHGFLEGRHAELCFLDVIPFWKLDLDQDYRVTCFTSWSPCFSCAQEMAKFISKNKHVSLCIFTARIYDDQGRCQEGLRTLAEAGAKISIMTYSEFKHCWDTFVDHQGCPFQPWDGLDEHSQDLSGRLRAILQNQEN
#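 Read-out is eYFP fluorescence (Ex 488/Em 500-530) from Vif-expressing HeLa A3G-eYFP cells; more signal means A3G escaped Vif-mediated degradation. Cells plated overnight, compound pinned in, incubated overnight at 37 deg C.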
# IDH1 R132H inh: qHTS for Inhibitors of mutant isocitrate dehydrogenase 1 (IDH1): qHTS | IDH1-R132H enzyme, NADPH consumption, diaphorase/resazurin fluorescence | actives 0.093% (n = 390,000) | Potency, µM (highest dose often 76.6 µM), for the others: top-dose activity change, negative = inhibition, most hits filed as inhibitors; further: potency means the concentration at half of the fitted maximal effect; on the % scale 0 is the no-effect control and ±100 the full control effect; nearly all actives have a fitted effect of over 65% in size
#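 IDH1-R132H (0.5 ug/mL dispensed) in pH 7.5 Tris buffer was preincubated 30 min with compound, then given a substrate mix of 0.016 mM NADPH and 2 mM alpha-KG for 80 min at room temperature; remaining NADPH was read by diaphorase/resazurin fluorescence.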
# TrxR1 inh: qHTS Assay for Inhibitors of Mammalian Selenoprotein Thioredoxin Reductase 1 (TrxR1): qHTS; Potency, µM (series often up to 114 µM), for inactives: top-dose activity change, negative = inhibition, actives largely listed as inhibitors; AID 588453, 2011; recombinant rTrxR1, NADPH fluorescence consumption, selenite substrate; actives 1% (n = 390,000); further: potency means the concentration at half of the fitted maximal effect; on the % scale 0 is the no-effect control and ±100 the full control effect; nearly all actives have a fitted effect of over 65% in size
#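 Rat TrxR1 (90 nM in the dispensed reagent) was pre-reduced with 400 uM NADPH for 5 min at room temperature, then incubated with compound for 15 min. After 400 uM selenite was added, NADPH fluorescence (Ex 340/Em 450 nm) was followed for 8 min.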
# USP1-UAF1 inh: Inhibitors of USP1/UAF1: Primary Screen | Ubiquitin carboxyl-terminal hydrolase 1 (Homo sapiens), O94782 | recombinant USP1/UAF1, Ub-Rhodamine cleavage fluorescence | Potency, µM (highest dose often 57.1 µM), for inactives: top-dose activity change, negative = inhibition, usual class: inhibitors | actives 0.23% (n = 390,000) | AID 743255, 2014; further: potency means the concentration at half of the fitted maximal effect; on the % scale 0 is the no-effect control and ±100 the full control effect; nearly all actives have a fitted effect of over 60% in size; inactives centre near -12
#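 High-throughput fluorogenic screen: 1nM USP1/UAF1 complex, Ub-Rho substrate 150nM final, 50mM HEPES pH 7.8 with 0.5mM EDTA, 0.1 mg/ml BSA, 1mM TCEP and 0.01% Tween-20.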
# Vif-APOBEC3F blk: qHTS for Inhibitors of Vif-A3F Interactions: qHTS | actives 0.2% (n = 390,000) | Potency, µM (doses to about 46.1 µM), without a hit: at the top dose activity, negative = active | AID 602313, 2012 | HeLa A3F-eYFP + Vif (tagged APOBEC3F with the HIV-1 protein that degrades it), YFP fluorescence increase; further: potency means the concentration at half of the fitted maximal effect; % of control where 0% means no effect; nearly all actives have a fitted effect of over 65% in size
#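 HeLa cells stably expressing Vif plus C-terminally eYFP-tagged A3F were seeded, incubated overnight at 37 deg C, dosed with compound, incubated overnight again at 37 deg C. Yellow fluorescence (Ex 488/Em 500-530) reported blocked Vif-mediated A3F-eYFP degradation.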
# RGS4 inh: Inhibitors of Regulator of G Protein Signaling (RGS) 4: qHTS; Regulator of G-protein signaling 4 (Homo sapiens), P49798; Transcreener GDP fluorescence polarization, RGS4-accelerated GTP hydrolysis; Potency, µM (series often up to 114 µM), for inactives: at the top dose activity change, negative = inhibition, actives largely listed as inhibitors; actives 0.039% (n = 390,000); AID 504845, 2011; further: potency means the concentration at half of the fitted maximal effect; on the % scale 0 is the no-effect control and ±100 the full control effect; nearly all actives have a fitted effect of over 75% in size; some results filed as inactive show a strong effect at the top dose
# Target sequence (P49798 whole entry, looked up): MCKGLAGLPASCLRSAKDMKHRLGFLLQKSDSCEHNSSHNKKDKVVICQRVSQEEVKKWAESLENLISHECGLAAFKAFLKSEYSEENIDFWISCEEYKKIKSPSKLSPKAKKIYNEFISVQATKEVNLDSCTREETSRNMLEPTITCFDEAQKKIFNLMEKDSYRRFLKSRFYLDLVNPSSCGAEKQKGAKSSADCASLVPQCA
#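 MLSMR compounds (23 nl, pin-transferred) preincubated 10 min at room temperature with a 500nM (2x) first reagent, then RGS4 at 900nM (2x) plus Transcreener GDP mix added; fluorescence polarization (620/688 nm) read before and after 90 min at 30 °C.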
# LDHA block: qHTS assay for inhibitors of human lactate dehydrogenase; L-lactate dehydrogenase A chain (Homo sapiens), P00338; purified LDHA, NADH/diaphorase-resazurin fluorescence; hits give low values; activity change, % (values are at about 110 or 230 µM); actives 0.15% (n = 480,000); AID 1347041, 2019; in the data active means activity change below about -30%; inconclusive means mostly about -25% to -30%;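 further: plate controls were DMSO wells for no effect and wells without enzyme for full effect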
#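 Human LDH5 at 2 nM final in Tris HCl pH 7.4 with 0.06 mM NADH and 0.2 mM pyruvate, reacted 5 minutes at room temperature. Remaining NADH coupled via diaphorase/resazurin; resorufin fluorescence read at 0 and 20 minutes, normalized to enzyme-free and DMSO wells.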
# GRP78 ERSR act: qHTS for Inducers of the Endoplasmic Reticulum Stress Response (ERSR) in Human Glioma: qHTS | actives 0.02% (n = 420,000) | AID 602332, 2012 | Potency, µM, without a hit: top-dose activation, usual class: activators | U87-MG GRP78 promoter luciferase reporter, 16 h; further: potency means the concentration at half of the fitted maximal effect; series mostly up to about 76 µM; % of control where 0% means no effect; nearly all actives have a fitted effect of over 35% in size
#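 ERSR induction read as luciferase luminescence (Bright-Glo, 10 min at room temperature) in stably transfected human U87-MG glioma cells exposed to compounds for 16 h, using GRP78 as sensor.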
# * marks the source's active call; other numbers are inactive results; ? = inconclusive; . = not tested or not shown; [ ] = dose if it differs, or a comment. Unless noted, the call rests on the fitted dose curve; in most records, active means well fitted curve in the direction sought with a large enough effect; inconclusive means small, poorly fitted or top-dose-only effect, or another doubt; inactive means no such curve, though single readings can be large; an effect the other way counts as inactive or inconclusive.
SMILES,TrxR1 substrate,Vif-APOBEC3G blk,IDH1 R132H inh,TrxR1 inh,USP1-UAF1 inh,Vif-APOBEC3F blk,RGS4 inh,LDHA block,GRP78 ERSR act
COc1cc(OC)c(OC)cc1/C=C/c1nc2ccccc2c(=O)n1-c1ccc(Br)c(C)c1,1.4%[57.1 µM],-5.3%,0.0%,11.0%[57.1 µM],-2.9%,0.9%,0.7%,-6.5,-3.1%
CC(=O)Nc1ccc(NC(=O)c2cccc(Oc3ccccc3)c2)cc1,2.7%[57.1 µM],0.2%,2.8%,7.1%[57.1 µM],-12.4%,0.0%,-29.9%,-2.4,-4.4%
O=C(CSc1nc(=O)n(Cc2ccco2)c2c1CCC2)NCc1ccc(Cl)cc1,5.2%[57.1 µM],-3.4%,8.0%,-0.8%[57.1 µM],-17.2%,0.1%,-22.2%,-0.8,-3.0%
Cc1ccc2ccc(S(=O)(=O)NCc3ccco3)cc2c1,0.2%[57.1 µM],1.9%,-0.5%,-61.4%,-26.2%,4.4%,-36.5%,-0.8,-0.1%
COc1cccc(C2/C(=C(/O)c3ccc4c(c3)OCO4)C(=O)C(=O)N2CCN2CCOCC2)c1 (stereo not drawn),-9.9%,-0.5%,-3.3%,-17.2%,-15.0%,-5.9%,8.5%,-1.4,4.7%
O=S(=O)(Nc1nnc(-c2ccccc2)s1)c1ccc(Cl)cc1,-7.1%[57.1 µM],-10.1%,4.3%,-6.9%,-16.4%,-0.2%,-14.5%,-0.2,-1.0%
O=c1cc(N2CCOCC2)c2ccccc2o1,1.4%[57.1 µM],1.3%,6.3%,3.3%,8.0%,1.7%,15.0%,-4.3,-2.6%
CN(Cc1ccccc1)C(=O)CSc1nc(-c2ccc(F)cc2)cc(C(F)(F)F)n1,5.6%,2.2%,0.1%,25.5%,-10.2%,0.3%,3.8%,-6.2,0.7%
C=CCn1c(SCc2nc3ccccc3c(=O)[nH]2)nnc1-c1cc2cc(Cl)ccc2o1,20.9%,-7.3%,-2.4%,9.4%,-3.2%,-21.2%,17.2%,-9.0,0.3%
CCN(CC(=O)Nc1c(F)cccc1F)C(=O)c1ccc2ncsc2c1,7.7%,-0.1%,-1.0%,17.1%,-19.7%,2.3%,-15.2%,-6.3,-1.1%
COc1ccc(-c2cc(-c3ccccc3)nc(N)n2)c(O)c1,4.5%[11.4 µM],3.6%,6.8%,3.7%[11.4 µM],-3.9%,-13.3%,0.3%,-0.3,-1.4%
CC(C)c1ccc(NC(=O)C2=CC=CN3CCS(=O)(=O)N=C23)cc1,-9.5%,-0.4%,-0.5%,-9.6%,0.3%,2.8%,9.4%,-2.1,-2.3%
OCC[C@@H]1C[C@@H](O)[C@H](O)[C@]2(CCc3ccccc3CO2)O1,-5.8%,-1.0%,-6.9%,5.1%,4.5%,4.7%,?,-7.6,-3.7%
COc1cc(N=Nc2ccc(Br)cc2)cc(C=O)c1O,.,4.3%,-0.5%,.,-18.1%,1.9%,.,6.7,-3.1%
COc1cccc(OCc2cc(C(=O)N3CCN(C4CCCC4)CC3)no2)c1,-8.0%,0.7%,3.7%,-11.4%,-2.1%,-3.7%,23.4%,-9.9,-3.2%
Cc1ccc(S(=O)(=O)N2CCN(c3cc4c(cc3[N+](=O)[O-])n(C)c(=O)n4C)CC2)cc1,3.2%,-16.8%,8.3%,17.8%,?,-5.9%,16.2%,-7.4,-2.3%
O=C(NCCNC(=O)C(c1ccccc1)c1ccccc1)c1ccco1,-16.3%,1.5%,-0.4%,-32.4%,3.9%,-11.5%,-8.4%,7.7,-2.0%
Cc1ccc(CNc2cc(C(=O)O)ccc2C)s1,21.4%,-0.3%,3.1%,12.2%,-7.6%,24.8%,3.7%[56.9 µM],-11.3,-1.9%
Cn1nc(C(F)(F)F)c(/C=N/OC(=O)c2ccccc2)c1Cl,-1.3%,-4.5%,1.7%,5.2%,-20.4%,-0.1%,3.9%,-1.4,-3.9%
Cc1ccc2c(N)[nH]nc2n1,-3.9%[57.1 µM],4.5%,4.3%,-3.9%[57.1 µM],-10.6%,-13.1%,8.5%,-17.7,-0.2%
CCOC(=O)N1CCN(S(=O)(=O)c2ccc(OC)c3ccccc23)CC1,1.5%,0.1%,2.1%,2.2%,-24.7%,.,20.2%,-2.4,-3.7%
CN(C)/C=C/C(=O)c1ccccc1,-10.6%,-16.2%,7.6%,-5.8%,-10.2%,-10.7%,-22.0%,-1.6,1.6%
O=C(NCCO)c1cccc2c1C(=O)c1ccccc1-2,-3.2%,2.7%,-0.8%,9.0%,-7.3%,5.3%,-23.5%,-1.6,-2.6%
CC(C)(O)C#Cc1ccc(C(=O)N2CCCC2C(=O)O)s1 (stereo not drawn),-9.9%[57.1 µM],-0.6%,11.2%,3.8%[57.1 µM],-10.0%,6.2%,-9.6%,-0.9,-5.1%
O=C(COc1ccc(Cl)cc1Cl)OCC(=O)N1CCCc2ccccc21,2.8%,-6.8%,-7.9%,27.8%,-21.9%,1.8%,9.1%,0.0,-0.5%

# Single records (already shown). Order of screens: TrxR1 substrate	Vif-APOBEC3G blk	IDH1 R132H inh	TrxR1 inh	USP1-UAF1 inh	Vif-APOBEC3F blk	RGS4 inh	LDHA block	GRP78 ERSR act
# Listed for CC(C)(O)C#Cc1ccc(C(=O)N2CCCC2C(=O)O)s1 (stereo not drawn) : -9.9%[57.1 µM]	-0.6%	11.2%	3.8%[57.1 µM]	-10.0%	6.2%	-9.6%	-0.9	-5.1%
# Listed for CN(Cc1ccccc1)C(=O)CSc1nc(-c2ccc(F)cc2)cc(C(F)(F)F)n1 : 5.6%	2.2%	0.1%	25.5%	-10.2%	0.3%	3.8%	-6.2	0.7%

# (further entries)
SMILES,TrxR1 substrate,Vif-APOBEC3G blk,IDH1 R132H inh,TrxR1 inh,USP1-UAF1 inh,Vif-APOBEC3F blk,RGS4 inh,LDHA block,GRP78 ERSR act
Clc1ccc(N(CC2CO2)CC2CO2)cc1 (stereo not drawn),3.6%[57.1 µM],-1.2%,3.1%,-2.2%[11.4 µM],-14.6%,13.2%,-16.1%,1.7,-1.5%
O=[N+]([O-])c1ccc(C(c2sc3nc(-c4ccco4)nn3c2O)N2CCN(c3cccc(Cl)c3)CC2)cc1 (stereo not drawn),2.2%[57.1 µM],1.7%,3.3%,8.2%[57.1 µM],-17.0%,-0.5%,-15.2%,0.3,2.0%
COc1ccc(OC(C)C(=O)NCc2nc(-c3cccc(C)c3)no2)cc1 (stereo not drawn),2.5%,0.8%,2.0%,17.6%,-2.5%,1.3%,-7.8%,3.1,-1.0%
CC(C)c1cc(CNC(=O)CC2C(=O)NCCN2CC2CCCCC2)on1 (stereo not drawn),8.8%,0.4%,0.8%,16.4%,-27.4%,1.1%,3.6%,-1.0,-3.6%
O=[N+]([O-])c1ccc2c(c1)[nH]c(=S)n2-c1ccccc1,-2.7%[57.1 µM],-1.4%,-6.5%,-28.2%[57.1 µM],5.2%,0.2%,-27.4%,4.6,0.4%
CC(c1ccccc1)n1cnc2ccccc2c1=O (stereo not drawn),3.9%,-9.7%,-0.3%,10.1%,-21.9%,?,-11.1%,-2.5,0.9%
COCCNC(=O)CN1CCOc2ccccc21,3.2%[57.1 µM],0.0%,-2.9%,3.6%[57.1 µM],-3.4%,-4.3%,?,3.5,-0.5%
CN(C(=O)CSc1nnc(-c2cccs2)n1C1CC1)C1CCS(=O)(=O)C1 (stereo not drawn),4.7%,2.0%,1.4%,17.2%,-10.6%,1.3%,21.5%,1.4,-3.9%
NS(=O)(=O)c1ccc(CCNC/C=C/c2ccccc2)cc1,5.8%,0.3%,9.2%,29.3%,-16.8%,-5.1%,-6.2%,1.0,-2.2%
COc1ccc(C2(CNC(=O)C(=O)Nc3cccc(C(F)(F)F)c3)CCCC2)cc1OC,-11.5%,3.0%,25.0%,8.9%,?,-5.6%,33.5%,2.5,-3.2%
O=C(Nc1nc2ccccc2n1CCN1CCOCC1)c1ccc(Cn2cc([N+](=O)[O-])cn2)o1,-17.7%,-5.5%,4.4%,3.4%[57.1 µM],-14.0%,9.9%,4.7%,1.7,-3.8%
CCOC(=O)C1(Cc2cccc(OC)c2)CCN(CC(O)CO)CC1 (stereo not drawn),9.4%,-2.6%,-4.1%,20.4%,-19.6%,0.2%,-9.1%,-4.7,-2.1%
CC(C)N1C(=O)C2(OCCCO2)c2cc(Br)ccc21,-4.0%,-5.2%,1.7%,24.9%,-1.2%,-4.1%,7.2%,-2.1,-4.0%

# These rows are one share of the data; the hit share may differ from the screen's.
